hERG rescue: shields human hERG channel from block by proarrhythmic agents; activation (rescue from dofetilide block), less the hit threshold, % at 10 µM; Q12809; 310,000 tested, 0.51% active; CHO-hERG, FluxOR thallium flux, dofetilide IC70 present;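 active = activation above the mean of controls blocked by dofetilide plus 5 SD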;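 also: thallium influx through hERG after potassium depolarization seen as dye fluorescence rise; in these data hits start at about 4.7%; inactives centre near -7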
TRPC4 potent: allosteric potentiators of mouse TRPC4 channel | HEK293 TRPC4beta/mu-opioid, DAMGO EC20, Fluo-4 Ca2+ flux; active compounds read high | 310,000 tested, 0.42% active | AID 2227 | B-score at 10 µM;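 active = B-score of calcium response area above 5 SD of library B-scores, with initial fluorescence ratio within 5 SD of library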;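 also: B-score of integrated fluorescence ratio over time as area under calcium response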
DYRK1A inh: inhibitors of rat Dyrk1A kinase. Q63470. ADP-Glo luminescence, NFATc1 peptide. inhibition, % at 12.5 µM. 310,000 tested, 0.43% active; in the data active = inhibition above about 50%;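 also: plate controls were vehicle with enzyme for no effect and no enzyme for full effect; many of its hits are not listed in these tables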
TRPC4 act: activators of mouse TRPC4 channel | B-score at 10 µM | Q9QUQ5 | HEK293 TRPC4beta/mu-opioid, Fluo4 calcium fluorescence; active compounds read high | 310,000 tested, 0.49% active;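 active = B-score above 5 SD of library B-scores, and initial fluorescence ratio not above library mean plus 5 SD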;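 also: positive B-score marks a calcium rise read as TRPC4 activation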
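Material: HEK293 stable line with TRPC4beta plus mu-opioid receptor; technique: Fluo4 calcium-sensitive dye fluorescence, kinetic, 1 Hz baseline; timing: Fluo4 dye loading 45 min at room temperature, 110 s recording; controls: assay buffer as low control, maximal DAMGO as high control; read-out: integrated baseline-normalised fluorescence ratio, converted to per-well B score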
HDAC3 inh: inhibitors of human histone deacetylase 3; recombinant HDAC3, fluorogenic peptide/trypsin coupled, fluorescence; inhibition, % at 8.3 µM; 320,000 tested, 0.15% active; in the data active = inhibition above about 26%, passing the limit was not always enough; inconclusive = no clear call, values can overlap the other calls
ANO1 activ: activators or potentiators of mouse TMEM16A chloride channel. HEK293 TMEM16A/YFP-H148Q/I152L, iodide quench fluorescence; active compounds read low. B-score at 10 µM. 340,000 tested, 0.3% active. AID 623877;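 active = fluorescence-ratio B-score plate-corrected deviation score at least 3 library SD below zero, with starting fluorescence score within 5 deviations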;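 also: channel opened by trigger with iodide after compound preincubation; score built on the fluorescence ratio of max minus min over baseline; more negative score means more quench and so TMEM16A activation or potentiation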
KCNK3 block: human KCNK3 channel inhibition, primary screen; O14649; CHO-KCNK3 thallium flux, FluxOR fluorescence; active compounds read low; B-score at 10 µM; 340,000 tested, 0.84% active;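 active = B-score under library mean minus 4 SD, starting fluorescence ratio at most library mean plus 5 SD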;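 also: more negative B-score means stronger inhibition of thallium flux through KCNK3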
Target sequence (O14649 whole entry, looked up): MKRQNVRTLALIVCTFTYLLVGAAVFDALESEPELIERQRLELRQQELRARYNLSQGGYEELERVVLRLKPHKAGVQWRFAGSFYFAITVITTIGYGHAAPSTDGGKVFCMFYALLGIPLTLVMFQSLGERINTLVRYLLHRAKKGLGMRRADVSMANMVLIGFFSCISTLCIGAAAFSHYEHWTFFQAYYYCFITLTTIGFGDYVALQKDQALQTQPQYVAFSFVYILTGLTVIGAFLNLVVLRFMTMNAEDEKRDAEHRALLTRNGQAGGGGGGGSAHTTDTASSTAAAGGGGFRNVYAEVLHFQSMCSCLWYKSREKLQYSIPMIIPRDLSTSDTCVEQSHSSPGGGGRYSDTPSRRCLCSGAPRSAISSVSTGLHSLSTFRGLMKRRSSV
KCNQ1 block: blocks the human KCNQ1 potassium channel | P51787 | CHO-K1 KCNQ1, FluxOR thallium flux fluorescence; active compounds read high | B-score at 10 µM | 310,000 tested, 1.3% active | AID 2642;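 active = compounds whose thallium flux B-score, printed positive for inhibition, exceeds three library SD while starting fluorescence stays within three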;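 also: channel opened by potassium depolarization with thallium stimulus after 20 min compound exposure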
Target sequence (P51787 whole entry, looked up): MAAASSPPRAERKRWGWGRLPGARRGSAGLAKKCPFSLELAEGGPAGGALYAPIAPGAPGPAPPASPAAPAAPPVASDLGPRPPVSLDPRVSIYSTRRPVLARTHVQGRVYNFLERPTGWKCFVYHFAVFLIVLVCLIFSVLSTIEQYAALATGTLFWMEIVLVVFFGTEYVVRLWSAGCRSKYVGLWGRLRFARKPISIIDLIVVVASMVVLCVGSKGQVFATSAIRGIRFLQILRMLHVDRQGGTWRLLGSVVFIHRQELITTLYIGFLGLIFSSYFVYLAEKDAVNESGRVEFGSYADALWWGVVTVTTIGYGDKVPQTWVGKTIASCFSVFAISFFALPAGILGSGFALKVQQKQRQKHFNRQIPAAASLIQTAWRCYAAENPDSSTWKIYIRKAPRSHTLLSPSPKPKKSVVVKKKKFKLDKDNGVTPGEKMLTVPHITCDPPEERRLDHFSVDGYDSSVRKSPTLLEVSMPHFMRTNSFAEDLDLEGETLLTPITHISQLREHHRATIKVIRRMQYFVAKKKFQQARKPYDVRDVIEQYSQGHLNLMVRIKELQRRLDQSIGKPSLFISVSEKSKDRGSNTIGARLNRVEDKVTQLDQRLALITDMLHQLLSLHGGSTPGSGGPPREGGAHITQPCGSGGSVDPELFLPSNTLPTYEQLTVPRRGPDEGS
ANO1 block: mouse TMEM16A channel inhibition, primary screen; normalized B-score (activity score, 25-100; higher = stronger inhibition) at 10 µM; 310,000 tested, 1.2% active; AID 588511; HEK293 TMEM16A/YFP iodide influx fluorescence, ionomycin; Q8BHY3;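 active = ratio plate-corrected score three or more library SD toward inhibition, starting fluorescence score within five deviations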;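 also: score derived from kinetic fluorescence span divided by baseline fluorescence per well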
KCNQ1 pot: potentiates or activates the human KCNQ1 potassium channel; P51787; CHO-K1 KCNQ1, thallium flux FluxOR fluorescence; active compounds read high; B-score at 10 µM; 310,000 tested, 0.35% active;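 active = fluorescence ratio B-score, a plate-corrected score, at least three library SD, with initial intensity B-score within 5 SD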
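Assay system: CHO-K1 cells stably expressing KCNQ1. Medium: assay buffer for compound exposure, DMSO matched across wells. Timing: 37 °C overnight plating, 90-min dark dye load, 20-min compound pretreatment. Signal: kinetic FluxOR fluorescence, 10 s baseline plus 110 s post-stimulus.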
KCNK9 inh: human KCNK9 channel inhibition | AID 488922 | HEK293 KCNK9, FluxOR thallium flux fluorescence; active compounds read low | Q9NPC2 | B-score at 10 µM | 310,000 tested, 1.2% active;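 active = ratio B-score over 3 SD below the library mean, with starting fluorescence within 5 SD of its mean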;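 also: negative B-score means less thallium flux so channel inhibition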
Numbers without * were called inactive; i = inactive; ? = inconclusive; / = not tested or not shown.

Each structure is followed by: hERG rescue, TRPC4 potent, DYRK1A inh, TRPC4 act, HDAC3 inh, ANO1 activ, KCNK3 block, KCNQ1 block, ANO1 block, KCNQ1 pot, KCNK9 inh
Nc1nc(N2CCOCC2)nc2ccccc12
 : -3, i, 3, i, -15, i, i, i, i, i, i
CCOc1ccc(C(=O)Nc2ccc3c(c2)OCCO3)cc1OC
 : -7, i, -2, i, 1, i, i, i, i, i, i
Cc1ccc2c(CN3CCN(Cc4ccccc4)CC3)cc(=O)oc2c1
 : -12, i, 1, i, 0, i, i, i, i, i, i
COc1ccc(C(=O)N2CCN=C2SCc2cccnc2)c(OC)c1
 : 0, i, -9, i, 6, i, i, i, i, i, i
CCOC(=O)N1CCN(C(=O)c2cnc3n(c2=O)CCS3)CC1
 : -7, i, -1, i, -10, i, i, i, i, i, i
Cc1c(NC(=O)c2ccc(CC(C)C)o2)c(=O)n(-c2ccccc2)n1C
 : -8, i, -2, i, 7, /, i, i, i, i, i
CC1(C)CC(NCCC(c2ccccc2)c2ccco2)CCO1 (stereo not drawn)
 : -7, i, 3, i, 1, i, i, i, i, i, i
O=C(CN1C(=O)C(c2ccccc2)Oc2cccnc21)NCc1ccccc1F (stereo not drawn)
 : -13, i, 4, i, 1, i, i, i, i, i, i
Cc1cccc(N2CCN(S(=O)(=O)c3ccc4c(c3)NC(=O)CO4)CC2)c1C
 : -10, i, -1, i, 1, i, i, i, i, i, i
COc1ccc(Cc2nn[nH]n2)cc1
 : -15, i, 2, i, 4, i, i, i, i, i, i
C#CCOCCOCCOCCNc1nc(N2CCN(C(=O)[C@H]([C@@H](C)CC)n3cc(CCCCN)nn3)CC2)nc(N2CCN(C(=O)[C@H](CCCCN)n3cc(CC(C)O)nn3)CC2)n1 (stereo partly drawn)
 : /, /, 1, /, -4, i, i, /, i, /, /
Cc1[nH]c2ccc(C(=O)O)cc2c1C
 : -6, i, 2, i, -6, i, i, i, i, i, i
CCNC(=O)c1ccc(C2SCC(=O)N2Cc2ccco2)cc1 (stereo not drawn)
 : -11, i, -2, i, 2, i, i, i, i, i, i
O=C(CSc1nc2ccccc2c(=O)n1-c1ccccc1)c1c[nH]c2ccccc12
 : -6, i, 0, i, -10, i, i, i, i, i, i
COc1ccc2c(CN3CCN(S(=O)(=O)c4cccs4)CC3)cc(=O)oc2c1
 : -9, i, -1, i, 3, i, i, i, i, i, i
Cc1cc(C)cc(NC(=O)N2CCCC2C(=O)Nc2ccc(-n3cnnn3)cc2)c1 (stereo not drawn)
 : /, /, 0, /, 17, i, i, /, i, /, /
CC1(C)CC(=O)C2=C(C1)N(Cc1cccnc1)C(=O)C2(NC(=O)C1CC1)C(F)(F)F (stereo not drawn)
 : -7, i, 0, i, 7, i, i, i, i, i, i
CCCCn1c(NC(C)CC)nc2c1c(=O)[nH]c(=O)n2C (stereo not drawn)
 : -7, i, -3, i, -3, i, i, i, i, i, i
Cc1ccc(CNc2ncccc2-c2nc3cc(Cl)ccc3o2)cc1
 : -1, i, -2, i, -9, i, i, i, i, i, i
COC(=O)c1c(C)nc2nonc2c1N
 : -15, i, 0, i, -3, i, i, i, i, i, i
COc1ccc(NC(=O)CN(C)C(=O)CCCN2C(=O)c3cccc4cccc(c34)C2=O)cc1
 : -10, i, 10, i, -3, i, i, i, i, i, i
CCC(Cc1ccccc1)NC(=O)C1CCCCC1 (stereo not drawn)
 : -10, i, 7, i, 2, i, i, i, i, i, i
Cc1c(C(=O)NCc2cccnc2)oc2ccc(S(=O)(=O)N3CCC4(CC3)OCCO4)cc12
 : -8, i, -2, i, -6, i, i, i, i, i, i
Cc1ccc(OCCC(=O)OC(C)C(=O)Nc2c(C)n(C)n(-c3ccccc3)c2=O)cc1 (stereo not drawn)
 : -15, i, 1, i, -8, i, i, i, i, i, i
N#Cc1ccc(Oc2cccc(C(=O)O)c2)cc1C#N
 : -8, i, 0, i, 2, i, i, i, i, i, i
Cc1ccc(NCc2ccc(Cl)nc2)c(NCc2ccc(Cl)nc2)c1
 : -7, i, 0, i, -5, i, i, i, i, i, i
O=C(NCc1nnc(SCC(=O)N2CCc3ccccc32)o1)c1cccs1
 : -8, i, 2, i, -4, i, i, i, i, i, i
N/C(=N\OC(=O)c1ccccc1)c1ccccn1
 : -7, i, 27, i, -7, i, i, i, i, i, i
CN(C)CCNc1nc2c(c(=O)[nH]c(=O)n2C)n1CCOc1ccccc1
 : -4, i, -6, i, 4, /, i, i, i, i, i
CCS(=O)(=O)Nc1ccc2c(c1)OCO2
 : -4, i, -2, i, -3, i, i, i, i, i, i
O=C(OCc1nc2ccccc2[n+]([O-])c1C(=O)c1ccccc1)c1cccnc1
 : -13, i, /, i, 1, i, i, i, i, i, i
Cc1ccc(OCc2cc(C(=O)N3CCN(CC(=O)NC(C)C)CC3)no2)cn1
 : -7, i, /, i, 2, i, i, i, i, i, i
O=C1Nc2cc(C(=O)NCCCN3CCCC3)ccc2S/C1=C\c1ccccc1
 : -24, i, 12, i, 3, i, i, i, i, i, i
CSc1ccc(-c2nc(CSCC(=O)NC3CC3)c(C)o2)cc1
 : 0, i, 3, i, -16, i, i, i, i, i, i
Cc1cccc(C(=O)N/N=C/c2cc(Br)c(Br)o2)c1
 : -7, i, 2, i, /, i, i, i, i, i, i
COc1ccc(F)cc1CN1CCN(C(=O)CCC(=O)Nc2nnc(C(C)C)s2)CC1
 : -4, i, 0, 69*, -2, i, i, i, i, i, i
Cc1cc(=O)[nH]c2c(C)cc(S(=O)(=O)N3CCCCC3)cc12
 : -9, i, -2, i, 6, i, i, i, i, i, i
COc1ccc(-n2ccc(=O)c(C(=O)O)n2)cc1
 : -4, i, -1, i, 8, i, i, i, i, i, i
Cc1onc(C(=O)Nc2sc3c(c2C#N)CCCC3)c1[N+](=O)[O-]
 : -8, i, 2, i, 3, i, i, i, i, i, i
C=CCNC(=S)NNC(=O)c1cccnc1
 : -8, i, /, i, 6, i, i, i, i, i, i
Cc1cc(C)c(N2C(=O)C3C4CC(=O)C(c5ccccc54)C3C2=O)c(C)c1 (stereo not drawn)
 : -8, i, -7, i, 5, i, i, i, i, i, i
COc1ccccc1OCC(=O)N1CCCC(Nc2ccc(F)c(F)c2)C1 (stereo not drawn)
 : -8, i, 0, i, -6, i, i, i, i, i, i
COC(=O)c1ccc(NC(=O)C2C3CCC(C3)C2C(=O)O)cc1 (stereo not drawn)
 : -6, i, 6, i, 3, i, i, i, i, i, i
O=C(CSc1nc2ccccc2c2c1CCCC2)N1CCOCC1
 : -13, i, 1, i, -3, i, i, i, i, i, i
O=C(N/N=C/c1cccc([N+](=O)[O-])c1)C1COc2ccccc2O1 (stereo not drawn)
 : -8, i, -3, i, 4, i, i, i, i, i, i
Cc1nn(-c2ccccc2)c2sc(-c3nnc(SCC(=O)O)o3)cc12
 : -9, i, -3, i, -23, i, i, i, i, i, i
Cc1cccc(N=Nc2c(N)n[nH]c2-c2ccc(Cl)cc2)c1
 : -11, i, -2, i, 19, i, i, i, i, i, i
COc1ccc(NC(=O)CCC2CCCC2)cc1OC
 : -11, i, -2, i, 3, i, i, i, i, i, i
O=C(Nc1cccc2nsnc12)c1ccc(-c2cccc(Cl)c2)o1
 : /, /, 1, /, 15, i, i, /, i, /, /
C/C(=C\C(=O)c1ccccc1)Nc1ccc(O)cc1
 : -9, i, -3, i, 2, i, i, i, i, i, i
O=C(NCc1ccco1)c1ccccc1NS(=O)(=O)c1ccc2c(c1)OCCO2
 : -3, i, 0, i, -1, i, i, i, i, i, i
CCCCNC(=O)COC(=O)CNC(=O)c1cc(Cl)cc([N+](=O)[O-])c1
 : -22, i, -1, i, -2, i, i, i, i, i, i
Cc1ccccc1N1CC(O)(c2cccs2)[N+]2=C1CCCC2 (stereo not drawn)
 : -2, i, 2, i, 2, i, i, i, i, i, i
O=C(Nc1c(F)cc(F)cc1Br)c1cc(S(=O)(=O)N2CCN(c3ccccn3)CC2)ccc1F
 : -10, i, 2, i, 1, i, i, i, i, i, i
CCCOc1ccc(N2C(=O)CC(NCCCN3CCC(C(N)=O)CC3)C2=O)cc1 (stereo not drawn)
 : -1, i, -4, i, 3, i, i, i, i, i, i
CC1Cc2ccccc2N1C(=O)CSc1ncc(-c2ccc(F)cc2)n1C (stereo not drawn)
 : -11, i, /, i, 6, i, i, i, i, i, i
CC(NC(=O)CCN1N=C(c2ccccc2)CCC1=O)c1ccc2c(c1)OCCO2 (stereo not drawn)
 : -14, i, /, i, 4, /, /, i, i, i, i
CC1(C(=O)O)CCC(C(=O)NC2CCCCCC2)C1(C)C (stereo not drawn)
 : -11, i, 2, i, -3, i, i, i, i, i, i
CCC(C(=O)NC1CCCC1)N(C(=O)Cn1nnc(-c2cccs2)n1)c1cnc2ccccc2c1 (stereo not drawn)
 : -2, i, 0, i, 8, i, i, i, i, i, i
O=C(Nc1ccccc1Oc1cccnc1)C1CCCN(C/C=C/c2ccccc2)C1 (stereo not drawn)
 : -2, i, 7, i, -2, i, i, i, i, i, i

(continued)
Each structure is followed by: hERG rescue, TRPC4 potent, DYRK1A inh, TRPC4 act, HDAC3 inh, ANO1 activ, KCNK3 block, KCNQ1 block, ANO1 block, KCNQ1 pot, KCNK9 inh
Cc1cc(C)nc(NS(=O)(=O)c2ccc(NC(=O)c3cccs3)cc2)n1
 : -5, i, -1, i, 1, i, i, i, i, i, i
COC(C/C=C/[C@@H](O)[C@H](C)OCc1ccccc1)OC
 : -9, i, -8, i, -7, i, i, i, i, i, i
CCN(CC)CCCNC(=O)C1c2ccccc2C(=O)N(C)C1c1ccc(OC)cc1 (stereo not drawn)
 : -4, i, 0, i, -3, i, i, i, i, i, i
Cc1cc(C)n(-c2cc(C(=O)O)cc(C(=O)O)c2)n1
 : -8, i, 0, i, 2, i, i, i, i, i, i
Cc1cccc(CSc2ncnc3nc[nH]c23)c1
 : -15, i, 26, i, ?, i, i, i, i, i, i
COC(=O)CNC(=O)c1cc(-c2ccncc2)nc2ccc(C)cc12
 : -10, i, -8, i, 1, i, i, i, i, i, i
O=C(CCN1C(=O)[C@@H]2Cc3ccccc3CN2C1=O)NCc1ccc(Cl)cc1
 : -14, i, -7, i, -5, i, i, i, i, i, i

2 neighbouring entries from above, quoted:
Each structure is followed by: hERG rescue, TRPC4 potent, DYRK1A inh, TRPC4 act, HDAC3 inh, ANO1 activ, KCNK3 block, KCNQ1 block, ANO1 block, KCNQ1 pot, KCNK9 inh
Nc1nc(N2CCOCC2)nc2ccccc12
 : -3, i, 3, i, -15, i, i, i, i, i, i
CCOc1ccc(C(=O)Nc2ccc3c(c2)OCCO3)cc1OC
 : -7, i, -2, i, 1, i, i, i, i, i, i

Source: PubChem BioAssay

Not all compounds are listed. The share of hits here may be higher or lower than overall.
